From PubChem BioAssay
RTF Ca sens inh = cardiac RTF calcium desensitization; AID 493244; IANBD-labeled cardiac RTF, Ca2+ fluorescence; P19429+P45379; 340,000 tested, 0.12% active; inhibition, % at 7.15 µM;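 active = inhibition above the mean inhibition of all tested compounds plus 3 SD, cut at about 17% in these data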;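 note: assay run at fixed EC70 calcium of 1.6 mM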
CDK5 p35 inh = inhibitors of human CDK5/p35 kinase | Q00535+Q15078 | Recombinant CDK5/p35, ADP-Glo luminescence, 60 min | inhibition, % at 10 µM | 330,000 tested, 0.01% active;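 active = highest replicate inhibition of at least 50% and at least 75% of replicates reaching 50%; inconclusive = only one of the two criteria met; inactive = both criteria failed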;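 note: plate controls were DMSO neutral control for no effect and GW8510 at 10 µM for full effect; many of its hits are not listed in these tables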
Keap1 Nrf2 FP = inhibitors of human Keap1-Nrf2 protein-protein interaction; Q14145; Keap1 Kelch-Nrf2 peptide fluorescence polarization, 1536-well; inhibition, % at 9.4 µM; 340,000 tested, 0.15% active; in the data active = inhibition above about 12%; inconclusive = no clear call, values can overlap the other calls; inactive = below about 7.3%;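 note: human Keap1 Kelch domain with fluorescein labeled Nrf2 9mer peptide probe; 0% = neutral control wells and 100% = peptide positive control; higher means more block of Keap1 binding to Nrf2 peptide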
Target sequence (Q14145 whole entry, looked up, the tested form may be a part): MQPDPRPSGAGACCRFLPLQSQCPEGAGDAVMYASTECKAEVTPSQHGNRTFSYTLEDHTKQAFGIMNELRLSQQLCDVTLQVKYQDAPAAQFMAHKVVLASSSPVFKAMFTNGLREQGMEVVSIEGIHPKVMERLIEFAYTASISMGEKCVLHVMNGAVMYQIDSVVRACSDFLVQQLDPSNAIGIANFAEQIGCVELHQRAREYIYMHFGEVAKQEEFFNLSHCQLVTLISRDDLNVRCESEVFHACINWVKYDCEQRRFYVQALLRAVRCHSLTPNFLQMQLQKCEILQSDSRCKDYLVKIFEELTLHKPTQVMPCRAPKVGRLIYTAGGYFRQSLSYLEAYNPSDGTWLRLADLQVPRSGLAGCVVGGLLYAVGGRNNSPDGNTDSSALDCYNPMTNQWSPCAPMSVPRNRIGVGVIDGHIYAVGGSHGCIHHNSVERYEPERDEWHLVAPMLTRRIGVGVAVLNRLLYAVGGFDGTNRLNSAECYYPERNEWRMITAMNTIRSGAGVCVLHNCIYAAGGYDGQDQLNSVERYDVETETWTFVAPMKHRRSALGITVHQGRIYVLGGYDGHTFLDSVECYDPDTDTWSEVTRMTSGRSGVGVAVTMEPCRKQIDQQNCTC
PfHsp90 yeast 2 = inhibits growth of yeast expressing Plasmodium falciparum Hsp90; 310,000 tested, 0.32% active; S. cerevisiae expressing PfHsp90, BacTiter-Glo ATP, 48 h; yeast lacking PDR1 and PDR3 efflux regulators; inhibition, % at 9.4 µM;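 active = every replicate shows inhibition above about 80%, whatever the replicate mean, limit read from the data; inconclusive = mean inhibition reaches the set limit but some replicate falls short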;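 note: 0% = DMSO neutral controls and 100% = 20 µM radicicol positive controls; yeast relying on Plasmodium falciparum Hsp90 in place of its own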
RTF Ca sens act = increases calcium sensitivity of human cardiac regulated thin filaments; P19429+P45379; IANBD-labeled TnC RTF fluorescence at EC20 calcium; 0% EC20 calcium, 100% full calcium; activation, % at 7.2 µM; 340,000 tested, 0.24% active; AID 493008;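 active = activation above the mean over all tested compounds plus 3 SD, cut at about 30% in these data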;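 note: rise in fluorescence read as greater calcium sensitivity of cardiac thin filaments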
dFosB activator = activators of mouse delta FosB homodimer; P13346; purified delta FosB, TAMRA-CDK5 oligo fluorescence polarization; percent of positive-control signal above neutral wells; activation, % at 25 µM; 340,000 tested, 0.99% active; AID 493131;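 active = mean activation above about 17%, with every replicate also reaching it, limit read from the data, passing the limit was not always enough; inconclusive = only one of the two conditions met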;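 note: fluorescence polarization rise as delta FosB binds a TAMRA Cdk5 AP-1 oligo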
Target sequence (P13346 whole entry, looked up): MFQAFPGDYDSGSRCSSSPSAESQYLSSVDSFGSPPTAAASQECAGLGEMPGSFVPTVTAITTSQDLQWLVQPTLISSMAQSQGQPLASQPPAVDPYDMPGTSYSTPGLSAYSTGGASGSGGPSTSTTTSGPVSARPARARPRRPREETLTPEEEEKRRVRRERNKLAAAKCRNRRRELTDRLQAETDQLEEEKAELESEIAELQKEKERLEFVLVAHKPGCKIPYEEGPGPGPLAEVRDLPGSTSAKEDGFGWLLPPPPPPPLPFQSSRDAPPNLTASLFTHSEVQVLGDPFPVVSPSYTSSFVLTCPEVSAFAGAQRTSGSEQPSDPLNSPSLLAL
Mot1-301 SUMO = inhibitors of SUMOylation pathway: yeast Mot1-301 growth rescue; S. cerevisiae Mot1-301 growth rescue, ATP luminescence, 38.5C; percent above DMSO median, 100 means doubled; growth rescue, % at 18.8 µM; 320,000 tested, 1% active;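 active = every valid replicate shows activation above 250% relative to neutral control wells; inactive = the rest, any valid replicate at or below 250%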;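 note: OY570 slx delta 5 strain wells were the positive control but not used for scaling; some compounds called inactive have numbers as strong as hits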
NSD2 inh = inhibitors of human histone methyltransferase NSD2 | inhibition, % at 12.5 µM | NSD2 peptide methylation, AlphaScreen, 120 min | 310,000 tested, 0.54% active | AID 743445 | O96028; in the data active = inhibition above about 50%
PvdQ acylase = P. aeruginosa PvdQ acylase inhibition; AID 488965; purified PvdQ acylase, fluorescence plate reader; 340,000 tested, 0.063% active; inhibition, % at 10 µM; in the data active = inhibition above about 30%, passing the limit was not always enough; inconclusive = no clear call, values can overlap the other calls;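 note: 0% = vehicle neutral wells and 100% = reference inhibitor wells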
C-LANA FP = blocks KSHV LANA C-terminal domain binding to DNA; 340,000 tested, 0.078% active; AID 504423; MBP-C-LANA/FAM-LBS DNA binding, fluorescence polarization; inhibition, % at 9 µM;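 active = highest replicate inhibition at or above 60% at 9 µM, even if other replicates fall short; inactive = all replicates below 60% inhibition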;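 note: 0% = neutral control wells and 100% = 4 µM acridine orange control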
Rtt109 HAT inh = blocks Candida albicans Rtt109/Vps75 acetyltransferase activity. 330,000 tested, 0.16% active. purified Rtt109/Vps75, ThioGlo CoA-SH fluorescence, 4 h. inhibition, % at 34.9 µM. Q5AAJ8;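 active = inhibition of at least 50% in every replicate; inconclusive = best replicate reaches 50% inhibition but some replicates fall short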
* hit, by the source's call; ? = inconclusive; / = not tested or not shown; + = active, no number.

compound	Rtt109 HAT inh	PfHsp90 yeast 2	CDK5 p35 inh	RTF Ca sens act	PvdQ acylase	RTF Ca sens inh	Mot1-301 SUMO	NSD2 inh	Keap1 Nrf2 FP	C-LANA FP	dFosB activator
COCCNC(=O)c1ccccc1NC(=O)c1ccccc1N(C)S(C)(=O)=O	1	-27	-1.6	2	-18	-8	-6	-2	-4	-1.4	-8
O=C(CN1CCOCC1)Nc1ccc(Cl)cc1	-1	-22	-1.3	1	0	1	104	-5	2	1.9	-3
Cc1ccc(-n2nc3c([n+]2[O-])CCc2c-3no[n+]2[O-])cc1	-9	24	-0.8	4	-16	-4	-19	-2	3	-0.3	6
COc1cc(OC)c(C2SCCCS2)cc1OC	-1	-18	-0.7	-3	0	5	181	-2	1	-1.2	0
Cc1cccc(N2CCN(C(=O)c3cc4c(=O)[nH]c5ccccc5c4n3C)CC2)c1C	0	-9	0.6	-4	-1	-5	-23	/	2	2.4	-3
CC(NCc1cccs1)c1ccccc1 (stereo not given)	-2	4	-0.8	7	-7	-9	-4	-3	4	1.0	-4
O=C(O)COc1ccc2occ(C(=O)c3ccccc3)c2c1	2	-7	0.3	-1	-7	3	-17	-5	-3	0.5	-6
CCCCC(=O)Nc1ccc(C(=O)Nc2cccnc2)cc1	8	/	5.8	0	4	-8	-1	0	0	0.4	1
N#CCCCC1(CCCC#N)OCCO1	4	-4	-0.1	2	-4	0	/	1	3	0.9	6
O=C(NCc1ccncc1)C(=O)NCC1OCCN1S(=O)(=O)c1ccc(Cl)cc1 (stereo not given)	4	/	-0.8	-4	-3	-9	18	1	-3	1.6	-3
N#CCOC(=O)c1cc(S(=O)(=O)N2CCCCC2)ccc1N1CCOCC1	-4	13	0.0	-4	-7	-8	1	1	5	-1.2	-5
CC1(C)N=C2C(=[N+]1[O-])CCC/C2=N\O	4	/	1.9	-2	-5	-2	-14	13	2	2.4	7
O=C(N/N=C/c1ccccc1F)c1csc2c1CCCC2	2	18	0.2	-6	-11	-7	29	-18	5	-0.2	-6
Cc1ccc(S(=O)(=O)Nc2cccc3ncccc23)cc1	-2	10	-3.2	8	-12	-3	-20	-3	-5	-1.7	-1
Cc1cc(C(=O)CCC(=O)N2CCN(c3ccccc3F)CC2)c(C)s1	-2	17	0.2	-3	-8	-2	-2	0	-2	-0.7	-4
O=C(O)c1ccc(-n2cccn2)c([N+](=O)[O-])c1	3	-21	0.3	-4	6	2	9	-3	0	0.1	-4
CCCNC(=O)CN1CCC(c2nc3ccccc3[nH]2)CC1	-7	29	-0.3	6	-14	-8	24	-1	-1	-1.1	-1
CC1(C)COC2(OC1)C(=O)N(CN1CCOCC1)c1ccccc12	-4	10	-1.0	3	-10	-7	5	-1	-1	0.5	-3
OC(COCc1ccc(Cl)cc1)CN1CCCCC1 (stereo not given)	5	-16	0.8	0	10	-2	19	6	-5	0.2	-4
O=C(c1cc(-c2ccc(Cl)cc2)nc2ccccc12)N1CCC1	7	-6	0.0	0	-8	-3	-10	-1	0	-1.9	-16
Cc1ccn2c(NCc3ccccc3)c(-c3cccs3)nc2c1	2	13	0.0	12	-15	0	1	1	-2	-0.3	0
CC1(C)Cc2c(C#N)c(SCC(=O)O)nc(N3CCOCC3)c2CO1	2	7	2.4	-1	-7	-11	-7	0	-4	-0.1	6
COCCNC(=O)c1ccc(CS(=O)(=O)c2ccccc2C)o1	1	5	1.2	-5	1	-6	-7	37	-5	-2.0	-5
Cc1ccc(S(=O)(=O)/N=C(/Nc2cccc(C(=O)O)c2)c2ccccc2)cc1	-9	-10	-0.8	-2	5	-18	-16	0	-2	-0.9	1
CCOc1ccc(C(=O)N2CCN(Cc3ccccc3)CC2)cc1OCC	10	14	0.6	6	7	-11	/	1	5	-1.0	-11

Two records drawn at random from the list so far, as already listed:
compound	Rtt109 HAT inh	PfHsp90 yeast 2	CDK5 p35 inh	RTF Ca sens act	PvdQ acylase	RTF Ca sens inh	Mot1-301 SUMO	NSD2 inh	Keap1 Nrf2 FP	C-LANA FP	dFosB activator
O=C(N/N=C/c1ccccc1F)c1csc2c1CCCC2	2	18	0.2	-6	-11	-7	29	-18	5	-0.2	-6
O=C(c1cc(-c2ccc(Cl)cc2)nc2ccccc12)N1CCC1	7	-6	0.0	0	-8	-3	-10	-1	0	-1.9	-16

Further results.
compound	Rtt109 HAT inh	PfHsp90 yeast 2	CDK5 p35 inh	RTF Ca sens act	PvdQ acylase	RTF Ca sens inh	Mot1-301 SUMO	NSD2 inh	Keap1 Nrf2 FP	C-LANA FP	dFosB activator
Cc1ccc(C)n1-c1ccc(C(=O)NN)cc1	2	17	0.3	0	-11	-21	16	3	1	-0.5	-13
CCc1ccccc1NC(=O)CCN1C(=O)C2CC=CCC2C1=O (stereo not given)	-4	-4	-1.9	0	-20	-5	-1	-3	1	-0.3	0
CCCCn1c(Cn2nc(C(=O)O)c3ccccc3c2=O)nc2cc(S(N)(=O)=O)ccc21	-9	-2	0.1	-6	0	5	19	102*	-5	0.7	-23
COc1ccc(N(CC(=O)Nc2cccc(SC)c2)S(C)(=O)=O)cc1	2	8	0.6	6	-13	-4	271	-2	-4	-2.6	-1
Cc1cc(C)n(CCCNC(=O)C(C)(C)Oc2ccc(Cl)cc2)n1	3	/	-1.0	-3	8	8	0	-5	-2	1.5	-7
COc1ccc(C(=O)N/C(=C\c2ccco2)C(=O)OCc2ccco2)cc1	-2	-9	-0.1	5	4	2	-6	3	-8	0.5	-7
CC(=O)NCCc1ccc(S(=O)(=O)Nc2ccc3c(c2)OCCO3)cc1	1	-9	-0.9	-2	-14	-3	4	-1	-4	-1.6	0
CCOC(=O)N1CCN(CC(O)COCC2=CCC3CC2C3(C)C)CC1 (stereo not given)	0	-1	1.5	0	0	-3	97	1	0	1.3	-7
O=C(O)Cc1ccc(NC(=O)c2cnccn2)cc1	-3	-3	0.3	-2	-17	-6	23	-1	-3	0.7	-2
O=C(c1cc(Cl)ccc1Cl)N1CCN(Cc2ccccc2)CC1	8	53	3.1	-5	3	-14	-9	-5	0	-2.1	-1
Cc1ccc(C(=O)Nc2ccc(CC(=O)O)cc2)o1	-3	/	-0.5	2	-13	-3	1	126*	-1	-0.7	-3
Cc1cc(C)cc(-n2c(C)cc(/C=N/NC(=O)c3ccncc3)c2C)c1	17	1	-0.2	0	4	6	154	8	0	0.4	-5
C/C(=N\N1CCN(C)CC1)c1ccc(OC(F)F)cc1	-3	-30	1.0	0	-7	0	-2	0	-5	0.3	-2
O=C(CS(=O)(=O)c1cn(Cc2cccc(F)c2)c2ccccc12)N1CCCCC1	6	/	-0.6	2	-1	-10	93	/	-1	-0.7	-3
COc1ccc(/C=N/Nc2ccc([N+](=O)[O-])cc2S(=O)(=O)N2CCN(C)CC2)cc1	-9	-6	-0.3	4	0	-3	6	-2	2	0.6	-7
FC(F)(F)c1nc2ccccc2n2c(-c3ccc(Cl)cc3Cl)nnc12	4	1	2.2	-3	12	-4	+	1	-4	-1.5	-9
CCC(=O)Nc1ccc(S(=O)(=O)N2CCc3ccccc3C2)cc1	-1	10	2.3	-2	1	3	16	/	-3	-0.7	-3
O=S(=O)(CCc1ccncc1)C1Cc2cccc3cccc1c23 (stereo not given)	-8	2	-3.2	8	-20	-4	-7	6	2	0.6	-4
Cc1cc(NC(=O)CCC(=O)N(c2ccccc2)C(C(=O)NC2CCCC2)c2ccccc2C)no1 (stereo not given)	10	-11	1.2	-5	-5	-17	-11	1	-1	0.3	0
O=C(COC(=O)COc1cc(Cl)c(Cl)cc1Cl)NC1CC1	6	/	-0.8	-7	10	2	12	2	-3	-0.4	-4
Cc1ccc(/C=C/C(=O)NCc2cccs2)c(C)c1	4	/	0.9	1	-12	-1	-19	0	-4	2.2	0
NC(=S)NN=Cc1ccc(-c2ccc(S(=O)(=O)Nc3ncccn3)cc2)o1	-2	17	-4.7	-5	-9	2	/	145*	?	73*	-8
COc1ccc(C2=NO[C@H]3C[C@](C(=O)NC(C)C)(S(=O)(=O)c4ccccc4)C[C@@H]23)cc1	6	8	-1.0	4	-1	-4	-1	/	1	-0.3	-1
COc1cc(/C=C(\C#N)c2nc3ccccc3[nH]2)ccc1Oc1ccc([N+](=O)[O-])cn1	6	0	1.6	6	-6	-1	2	0	-5	0.3	-3
Cc1ccc(NC(=O)CN(C)C(=O)c2ccccn2)cc1	1	/	0.3	3	-5	-2	/	-3	1	1.5	3
CCCCSCCCNC(=O)Nc1ccc(C)c(C)c1	5	/	0.0	-2	5	-13	10	-1	-2	0.6	-5
COc1ccc(C(=O)NNC(=O)c2ccncc2)cc1[N+](=O)[O-]	2	-12	-2.0	-5	2	-1	-7	0	-2	-1.4	-1
COC(CNC(=O)CCc1c(C)nc2c(-c3ccc(F)cc3)c(C)nn2c1C)OC	1	/	-0.4	6	-4	-16	3	2	2	0.3	-1
NC(=O)Cc1c[nH]c2cccc(O)c12	-7	/	-0.8	5	-4	-19	4	-1	-3	-0.9	8
COc1cc(S(=O)(=O)Nc2cccc3cn[nH]c23)c(OC)cc1C	-3	4	-0.1	3	-11	-11	-1	-2	-3	-1.0	-19
